aSyn tox rescue = rescues yeast growth from alpha-synuclein toxicity | Potency, µM (titrated, usually from 46.1 µM), without a hit: at the highest dose growth rescue (activation), usual class: activators | S. cerevisiae alpha-synuclein toxicity rescue, BacTiter-Glo growth, 24 h | 0.02% of 94,000 active; active = well fitted activation curve with a large enough effect; also: 0% is about no effect
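Growth restoration measured by BacTiter-Glo luminescence after 24 hr at 30 deg C; alpha-synuclein yeast, raffinose-pregrown to mid-log, were added at OD600=0.02 in galactose medium onto pinned compounds.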
Starred values were filed as active, the others as inactive; & = joins results of further samples; [ ] = remark or other dose. Potency is read from the fitted curve at half-maximal effect. This is a subset, so the mix of outcomes need not match the whole.

smiles | aSyn tox rescue
CC(=O)c1ccc(S(=O)(=O)Nc2ccc(C(=O)N3CCC3)cc2)cc1 | 5%
O=C(Nc1ccc(S(=O)(=O)N2CCCC2)cc1)c1ccc(Br)o1 | -2%
Cc1csc(NC(=O)CSc2nc(C(C)C)nc3ccccc23)n1 | 10%
Fc1ccccc1N1CCN(c2ncc3c(n2)CCN(Cc2cc(Br)cs2)C3)CC1 | -10%
COC(=O)c1ccc(OC)c(CN2CCCN(Cc3ccc(C)cc3)S2(=O)=O)c1 | 4%
CCn1c(=O)sc2cc(NS(=O)(=O)c3ccc(C)cc3)ccc21 | 7%
COc1ccc(NCc2nnc3n2CCCCC3)c(OC)c1 | 2%
CCCn1c(CCCNC(=O)c2ccccc2OC)nc2ccccc21 | -7%
Cn1nnc2c(N3CCN(c4cccc(C(F)(F)F)c4)CC3)ncnc21 | -5%
Cc1cccc(CCNC(=O)c2cc3c(=O)n(C)c4ccccc4c3n2C)c1 | 1%
COc1ccccc1CC(=O)Nc1sc2c(c1C(N)=O)CCCC2 | -3%
CCCOc1ccc(Cc2c(COCC)[nH]c(=S)[nH]c2=O)cc1 | 12%
O=C(Cn1ccc2cc(S(=O)(=O)N3CCCCCC3)ccc21)NCc1cccc(Cl)c1 | -18%
C[C@@H]1CN([C@@H](C)CO)C(=O)CCCn2nncc2CO[C@@H]1CN(C)S(=O)(=O)c1cn(C)cn1 | -3%
Cc1cc2cc(CNC(=O)C3CCCC3)ccc2n1C | 10%
CCn1c(/C(C#N)=C/c2ccccc2Cl)nc2ccccc21 | -55%[inhibitor]
C[C@@H]1CCCCO[C@@H](CN(C)C(=O)Cc2ccccc2)[C@@H](C)CN([C@H](C)CO)C(=O)c2cc(NC(=O)C3CCCCC3)ccc2O1 | -3%
O=C(NCCc1ccc(Cl)cc1)c1ccc(CSCc2ccccc2Cl)o1 | 22%
Cc1ccc(-c2nc(SCc3ccc(Br)cc3)n3[nH]c(=O)cc3n2)cc1 | -9%
O=C1CC(NS(=O)(=O)c2cc(F)ccc2F)CN1c1ccc2c(c1)OCCO2 (configuration not stated) | -5%
COc1ccc(CCNC(=O)C(CC(C)C)N2Cc3ccccc3C2=O)c(OC)c1OC (configuration not stated) | 1%
COc1ccc(C2(CNC(=O)C(=O)Nc3ccc(C)cc3)CCOCC2)cc1 | 16%
Cc1ccc2c(C)c(C(=O)N(Cc3ccc(N(C)C)cc3)Cc3ccco3)oc2c1C | -3%
Brc1ccc(-c2nc(N3CCN(c4ccccc4)CC3)c3ccccc3n2)cc1 | -5%
CC(=O)NCCNC(=O)CCCn1c(=O)[nH]c2ccsc2c1=O | -6%
O=C(CSc1ccc2c(c1)OCCO2)Nc1ncccc1O | -7%
O=C1CC(c2nc3ccccc3n2Cc2c(F)cccc2Cl)CN1c1cccc(C(F)(F)F)c1 (configuration not stated) | 9%
Cc1cccc2nc(-c3ccco3)c(Nc3ccccc3)n12 | -11%
CCN(CC(=O)Nc1ccccc1OC)C(=O)/C=C/c1cccs1 | 4%
Cc1ccnc(NC(=O)c2cc(-c3ccc(Cl)s3)nc3ccccc23)c1 | -2%
CCN1CCSc2ccc(C(=O)NCc3ccccc3C)cc21 | -5%
CCOC(=O)c1c(NC(=O)CSc2cn(CCNC(=O)c3c(F)cccc3F)c3ccccc23)sc2c1CCCC2 | 4%
Cc1ccc(C(=O)Nc2cccc(C(F)(F)F)c2)cc1Nc1ncnc2nc[nH]c12 | -7%
CCS(=O)(=O)n1nc(-c2ccco2)nc1NCc1ccc(C(C)C)cc1 | 0%
CCOC(=O)CSc1nc2ccc(NC(=O)c3cccc(F)c3)cc2s1 | -14%
CCN1CCOC(=O)C1CC(=O)Nc1ccc(C(C)=O)cc1 (configuration not stated) | -34%[inhibitor]
O=C(Cn1nnc2ccccc2c1=O)NC1CCCCC1 | 8%
CCC(Sc1nnc(-c2ccc(OC)cc2)c(-c2ccc(OC)cc2)n1)C(=O)NC1CCCCC1 (configuration not stated) | -6%
Cc1ccc2cc(CN(C)C(=O)c3cccc(Cl)c3)c(=O)[nH]c2c1 | 0%
O=C(CSc1nc2ccccc2c(=O)n1CC1CCCO1)NCc1ccccc1 (configuration not stated) | 3%
Cc1c2cnn(CC(=O)N3CCN(c4ccccc4)CC3)c(=O)c2c(C)n1Cc1ccccc1Cl | 3%
CC(C)Oc1ccc(C(=O)NCC(=O)O)cc1 | -5%
CCS(=O)(=O)c1ccc2oc(Nc3ccccc3Br)nc2c1 | -21%
O=C(Cn1c(=O)n(-c2ccccc2)c(=O)c2ccc(C(=O)NCc3ccc4c(c3)OCO4)cc21)Nc1ccc(F)cc1 | -3%
O=C(OCN1C(=O)c2ccccc2C1=O)c1ccc(Cl)nc1 | 3%

Pulled by structure from the entries so far (three):
smiles | aSyn tox rescue
CC(C)Oc1ccc(C(=O)NCC(=O)O)cc1 | -5%
CCOC(=O)c1c(NC(=O)CSc2cn(CCNC(=O)c3c(F)cccc3F)c3ccccc23)sc2c1CCCC2 | 4%
CCN1CCSc2ccc(C(=O)NCc3ccccc3C)cc21 | -5%

Next part:
smiles | aSyn tox rescue
COc1ccc(-c2cc(C3CCN(Cc4ccc([N+](=O)[O-])cc4)CC3)[nH]n2)cc1 | -7%
CCCn1c(SCC(=O)N(C)C2CCCCC2)n[nH]c1=O | -1%
Cc1nn(C)c2c1c(-c1ccccc1)cc(=O)n2Cc1c(F)cccc1Cl | 1%
COCOCCn1cc(CN2CCS(=O)(=O)N(Cc3ccc(-c4ccc(F)cc4)cc3)C(CC(C)C)C2=O)nn1 (configuration not stated) | 9%
CCSc1ncc(Cl)c(C(=O)Nc2sc3c(c2C(=O)NC)CCCC3)n1 | -13%
Cc1ccc(OCCC(=O)OCC(=O)N2c3ccccc3NC(=O)C2(C)C)cc1 | 2%
N=C1SC(CC(=O)Nc2ccc([N+](=O)[O-])cc2)C(=O)N1c1ccccc1 (configuration not stated) | 3%
COc1ccc(CC(=O)Nc2ccc3c(C)cc(=O)oc3c2)cc1OC | 8%
CC(=O)c1cccc(NC(=O)c2nc(-c3ccccc3)n(-c3ccccc3C)n2)c1 | -5%
O=C(Nc1ccc(C(F)(F)F)cc1)c1cc(S(=O)(=O)N2CCCc3ccccc32)ccc1F | 1%
CCOc1ccc(OCC)c(NC(=O)CN(C)S(=O)(=O)c2ccc3[nH]c(=O)oc3c2)c1 | 7%
CC(=O)c1ccc(N2CCN(S(=O)(=O)c3ccc4[nH]c5c(c4c3)CCCC5)CC2)cc1 | 5%
CCc1cccc(C)c1NC(=O)c1cc(CN2CCCC2)on1 | -6%
COc1ccccc1NC(=O)c1cnc(SCC(=O)N2CCCc3ccccc32)n(C)c1=O | 4%
CC1CCC(NC(=O)c2cc3c(s2)CCCC3)CC1 (configuration not stated) | 15%

In the list so far, 2 contain a nitro group on carbon.
smiles | aSyn tox rescue
COc1ccc(-c2cc(C3CCN(Cc4ccc([N+](=O)[O-])cc4)CC3)[nH]n2)cc1 | -7%
N=C1SC(CC(=O)Nc2ccc([N+](=O)[O-])cc2)C(=O)N1c1ccccc1 (configuration not stated) | 3%

(list continues)
smiles | aSyn tox rescue
CCN(CC)c1ccc(/C=N/OCC(=O)N2CCCc3ccccc32)cc1 | 17%
Cc1cc(C)cc(NC(=O)CSc2nc(-c3cccc(Cl)c3)nc3c2Cc2c(CO)cnc(C)c2O3)c1 | -2%
Cc1ccc(NC(=O)CCc2nnc3n(C)c(=O)c4sccc4n23)cc1C | -3%
COc1ccc(CCNC(=O)CCc2c(C)nc3c4cccnc4nn3c2C)cc1OC | -7%
COc1ccc(CNC(=O)C2CCN(c3nc4ccc(C)cc4[nH]3)CC2)cc1 | -4%
CCCCc1ccc(-n2nc3cc(C)c(NC(=O)c4ccc(C#N)cc4F)cc3n2)cc1 | -1%
Cc1cccc(C)c1NC(=O)Cn1c(=O)n(CCCS(=O)(=O)C2CCCCC2)c(=O)c2ccccc21 | 2%
CCOC(=O)COc1ccc2c(C)cc(=O)oc2c1C(=O)c1ccccc1 | -11%
O=C(Cc1ccccc1)NCC(=O)N1CCCC1 | 3%
CCc1ccccc1N1C(=O)CN(S(=O)(=O)CC)CC1(C)C(=O)NC1CCCCC1 (configuration not stated) | -11%
COc1ccc(C(=O)N2CCN(C(=O)c3ccc(-c4ccccc4)cc3)CC2)cc1OC | 14%
O=C(CN1C(=O)c2ccccc2C1=O)NC1CCS(=O)(=O)C1 (configuration not stated) | 3%
CCNc1nc(NCC)nc(OCC(=O)O)n1 | 4%
COc1ccc(CN(C)C(=O)c2ccc(Oc3ccccc3)cc2)cc1F | -6%
COc1cc(OC)c(NC(=O)c2c(C)oc3nc(C)nc(N4CCOCC4)c23)cc1Cl | 0%
Cc1ccc(-c2cc(C(=O)NCCc3ccccc3)c3c(-c4ccc(C)cc4)[nH]nc3n2)cc1 | 1%
Cn1cc(-c2cc3n(n2)CCC(=O)N3CC(=O)O)c2ccccc21 | 8%
COc1ccccc1NC(=O)N(C)C[C@@H]1Oc2ncc(Br)cc2C(=O)N([C@H](C)CO)C[C@@H]1C | -4%
CN(Cc1ccc2nonc2c1)Cc1nc(CC2CC2)no1 | -3%
N#CCC(=O)N/N=C/c1ccc(N2N=C(c3ccccc3)CC2c2ccccc2)cc1 (configuration not stated) | 10%
CC1=C(C(=O)N(C)C)CC(CC(=O)NCCCCc2ccccc2)C(=O)N1CCC1=CCCCC1 (configuration not stated) | 3%
COc1ccc2c(c1)CCc1c(C(=O)Nc3c(C)nn(Cc4ccc(Cl)c(Cl)c4)c3C)noc1-2 | -7%
Cc1ccccc1Nc1nnc(-c2ccc(C)c(S(=O)(=O)N3CCOCC3)c2)c2ccccc12 | -6%
O=C(Nc1ccc2nc(SCC(=O)N3CCc4ccccc43)sc2c1)c1cccc(Cl)c1 | -2%
O=C(NCCc1ccccc1)C1CCN(C(=O)N2CCOc3ccccc32)CC1 | 1%
CCC(=O)c1ccc(OCC(=O)N(Cc2nnc(-c3ccccc3Cl)o2)C2CC2)cc1 | 4%
Cc1cccc(C(=O)O/N=C(\N)c2ccccn2)c1 | -21%
CCCc1nn(C)c(C(=O)Nc2ccc(C)c(C)c2)c1Cl | 5%
Cc1ccccc1NC(=O)Nc1csc2c1CCCC2 | -2%
Cc1c(S(=O)(=O)N2CCCC(C)C2)c(=O)n(C)c(=O)n1C (configuration not stated) | -4%
COc1cc(NC(=O)Cn2nc(Cc3cccnc3)c3ccccc3c2=O)cc(OC)c1OC | 1%&4%
CCN(CC)c1cc2c(cc1F)c(=O)c(S(=O)(=O)c1ccccc1)cn2C | 5%
C/C(CC(=O)Nc1cc(C)ccn1)=N\NC(=O)c1ccncc1 | -1%
Cc1c(Cl)cccc1-n1ncc(C(=O)N2CCN(C)CC2)c1C1CCN(C(=O)OC(C)(C)C)CC1 | 10%
C=CCNc1nc(C(=O)OCC(=O)Nc2cccc(SC)c2)cs1 | -3%
CCCCNC(=O)CCC(=O)NNc1nc2ccccc2c2nc(-c3ccccc3)nn12 | -8%&-3%
COc1ccc(Nc2ccc3cc(S(=O)(=O)N4CCCC4)ccc3n2)cc1OC | 4%
Cc1cc(C)c(Cn2c(=O)n(CCCC(=O)NCc3ccc4c(c3)OCO4)c(=O)c3sccc32)c(C)c1 | 3%
COc1ccc(C(C)(C)C)cc1NC(=O)CSc1ncn[nH]1 | 4%
CC(C)(C)OC(=O)N1CCC(c2c(C(=O)NCCc3ccccc3)cnn2-c2ccc(F)cc2F)CC1 | 5%
CC(C)NC(=S)n1cc(C(=O)c2cc(Cl)cc(Cl)c2O)cn1 | -76%[inhibitor]
COc1ccc(Cn2c(CCC(=O)Nc3cccc(Cl)c3)nc3cccnc32)cc1 | -7%
Cc1ccc(-c2onc(C)c2C)cc1S(=O)(=O)Nc1ccccn1 | 2%
COc1ccc(NC(=O)CSc2nc3[nH]c(=O)[nH]c(=O)c3s2)cc1OC | -5%
Cc1ccc(NC(=O)CSc2ncccc2C(=O)Oc2ccccc2Cl)cc1Cl | 4%
O=C(NCC(=O)N(c1ccccc1)C(C(=O)NC1CCCC1)c1ccncc1)c1cccs1 (configuration not stated) | -2%
Cc1ccc2scc(N3CCCCC3)c(=O)c2c1 | 4%
Cc1cccc(NC(=O)c2sc(-n3nc(C)c(Cc4ccc5c(c4)OCO5)c3C)nc2C)c1C | -14%
O=C(COCc1cc(-c2ccco2)on1)Nc1cccc(Cl)c1Cl | 4%
CCN(CC)C(=O)CSc1nc(C)cc(C)n1 | -1%
Cc1ccc(C)c(NC(=O)Cn2ncc3c(C)n(Cc4ccc(F)cc4)c(C)c3c2=O)c1 | 3%
CCCN1CCN(C(=S)Nc2ccc3nc(N4CCN(CC)CC4)cc(C)c3c2)CC1 | -4%
CCc1ccc(NC(=O)CSc2nc3ccsc3c(=O)n2C(C)CC)cc1 (configuration not stated) | 8%
Cc1ccc(Cn2ccnc2SCC(=O)Nc2ccc3c(c2)OCCO3)cc1 | 11%
CNS(=O)(=O)c1cn(CC(=O)Nc2ccc(OC)cc2OC)cc1S(=O)(=O)NC | -4%
Cn1ncc2c(Nc3cccc(C#N)c3)ncnc21 | -3%
CN(Cc1cn(C)nc1-c1ccccc1F)C1CCOC1 (configuration not stated) | 2%
C=CCn1c(=NC(=O)c2cccs2)sc2cccc(OC)c21 | -5%
Cc1ccc(NC(=O)CSc2c3c(nc4ccccc24)CCCC3)cc1F | -7%
CNC(=O)/C(C#N)=C/c1cc(C)n(-c2ccc(N3CCOCC3)cc2)c1C | 2%
